Screening data deposited in PubChem BioAssay by Sanford-Burnham Center for Chemical Genomics.
LMPTP inh = LMPTP (human) inhibition; P24666; recombinant LMPTP-A, OMFP fluorogenic substrate, fluorescence intensity; inhibition, % at 20 µM; 360,000 compounds, 0.22% hits;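 active = compounds that cut the enzyme signal by at least half of the control window in the single-dose screen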;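 also: plate controls were DMSO wells with enzyme plus substrate for no effect and substrate without enzyme for full effect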
Target sequence (P24666 whole entry, looked up): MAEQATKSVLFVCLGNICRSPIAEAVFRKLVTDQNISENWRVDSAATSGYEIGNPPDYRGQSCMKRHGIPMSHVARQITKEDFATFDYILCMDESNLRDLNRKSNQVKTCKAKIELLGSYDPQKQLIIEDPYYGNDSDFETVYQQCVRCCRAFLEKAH
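Test system – LMPTP-A enzyme · Amount – LMPTP-A at 0.625 nM final in the reaction · Buffer or medium – Bis-Tris pH 6.0, DTT, detergent · Reagent – OMFP 400 µM · Doses – single 20 µM dose · Schedule – reaction 50 min, room temperature, dark · Detection – fluorescence intensity of OMFP turnover product · Evaluation – percent inhibition versus substrate-only and uninhibited controls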
MT1-MMP act inh = blocks activation of human MT1-MMP. P50281. HT1080 RFP-PRO-GFP cells, GFP/RFP ratio fluorescence, overnight; percent of plate control window, DMSO zero. GFP/RFP ratio change, % at 20 µM. 360,000 compounds, 0.061% hits. AID 651647;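 active = GFP/RFP ratio change of at least 30% with cell ATP level not reduced by more than half and red fluorescence within 50% of control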; also: strong numbers were not always called active
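Assay system: HT1080 RFP-PRO-GFP cells. Benchmarks: DMSO vehicle wells and RFP-L50D-GFP reporter cell wells. Times: overnight cell settling, then overnight compound exposure, 37 °C, 5% CO2. Compound: 20 µM single dose, 1% DMSO. Read-out basis: GFP/RFP fluorescence ratio.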
Scp-1 inhibitor = Scp-1 (human) phosphatase inhibition. Q9GZU7. Recombinant Scp1, phosphopeptide, malachite green phosphate absorbance. inhibition, % at 20 µM. 340,000 compounds, 0.88% hits. AID 493091;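 active = inhibition above about 50% at 20 µM, limit read from the data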;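 also: plate controls were DMSO wells with enzyme for no effect and wells lacking enzyme for full effect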
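Incubation: 45 min enzyme reaction at room temperature / System: truncated SCP-1 phosphatase (76-261aa) / Reagent: Phospho 17-mer peptide substrate / Buffer or medium: Acidic Tris acetate buffer with magnesium and detergent / Signal: absorbance at 630 nm / Doses: one concentration, 20 µM, with 1.0% DMSO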
Rpn11 inh = blocks the human proteasome subunit Rpn11 | O00487 | human 26S proteasome, Ub4-pepOG fluorescence polarization; 20S core pre-blocked with epoxomicin | calls only at 20 µM | 360,000 compounds, 0.59% hits | AID 588493;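 active = inhibition at 20 µM, scaled to each plate's controls, above about 33%, limit read from the data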
Target sequence (O00487 whole entry, looked up): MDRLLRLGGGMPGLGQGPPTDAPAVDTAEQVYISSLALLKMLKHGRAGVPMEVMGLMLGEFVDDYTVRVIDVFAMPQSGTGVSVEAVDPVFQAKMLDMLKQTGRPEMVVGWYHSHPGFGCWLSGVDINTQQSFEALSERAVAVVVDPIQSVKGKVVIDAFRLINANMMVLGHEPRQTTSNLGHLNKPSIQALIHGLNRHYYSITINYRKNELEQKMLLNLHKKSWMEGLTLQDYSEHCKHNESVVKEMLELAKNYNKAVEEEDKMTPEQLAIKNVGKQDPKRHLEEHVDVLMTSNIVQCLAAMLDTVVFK
SKN-1 inh = blocks SKN-1 activity in C. elegans. inhibition, % at 21.8 µM. C. elegans VP596 Pgst-4::GFP/RFP ratio, acrylamide-induced, 24 h. 360,000 compounds, 0.49% hits. AID 624304;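 active = interference check ratio from 0.5 to 1.5 plus GFP to RFP signal ratio inhibition reaching or exceeding a fixed threshold, cut at about 30% in these data, passing the limit was not always enough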; also: some compounds called inactive have numbers as strong as hits
STEP block = inhibitors of human striatal-enriched phosphatase STEP. recombinant STEP, OMFP fluorogenic substrate, fluorescence. inhibition, % at 20 µM. 360,000 compounds, 0.25% hits;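 active = inhibition at 20 µM, scaled per plate between control wells, above about 37%, limit read from the data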;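 also: 0% = DMSO with enzyme and substrate and 100% = substrate only without enzyme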
Target sequence (P54829 whole entry, looked up): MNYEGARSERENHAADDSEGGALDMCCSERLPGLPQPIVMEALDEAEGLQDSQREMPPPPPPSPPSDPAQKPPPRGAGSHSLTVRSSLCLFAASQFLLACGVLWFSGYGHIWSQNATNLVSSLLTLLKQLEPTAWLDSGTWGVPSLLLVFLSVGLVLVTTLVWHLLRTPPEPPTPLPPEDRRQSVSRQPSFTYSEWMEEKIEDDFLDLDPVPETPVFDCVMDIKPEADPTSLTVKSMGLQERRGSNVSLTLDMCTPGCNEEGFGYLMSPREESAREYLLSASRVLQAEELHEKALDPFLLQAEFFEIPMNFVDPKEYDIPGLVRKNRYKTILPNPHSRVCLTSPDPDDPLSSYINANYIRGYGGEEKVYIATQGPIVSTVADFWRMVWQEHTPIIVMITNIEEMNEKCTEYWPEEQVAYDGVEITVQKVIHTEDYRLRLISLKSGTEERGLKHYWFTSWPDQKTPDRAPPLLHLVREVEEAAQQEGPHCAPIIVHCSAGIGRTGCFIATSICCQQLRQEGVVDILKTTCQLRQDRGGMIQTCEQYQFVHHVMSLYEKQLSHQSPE
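Test system: STEP tyrosine phosphatase / Reagent: OMFP at 25 µM / Doses: 20 µM, 1% DMSO / Read-out: percent inhibition scaled to no-enzyme and uninhibited-enzyme controls, plate-pattern corrected / Detection: FITC-channel fluorescence of OMFP product / Medium: Bis-Tris buffer pH 6.0, 2.5 mM DTT, 0.005% Tween 20 / Schedule: 20 min at room temperature, dark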
SUMO1 PPI mod = alters human SUMO1 binding to SIM partners; SUMO1 binding to a labelled peptide, TR-FRET, 1 h; P63165; inhibition, % at 20 µM; 360,000 compounds, 0.33% hits; in the data active = inhibition above about 37%
NadD block = blocks S. aureus nicotinate mononucleotide adenylyltransferase. purified NadD enzyme, colorimetric absorbance read-out. inhibition, % at 20 µM. 360,000 compounds, 0.78% hits. AID 602399; in the data active = inhibition above about 26%; also: some compounds past the cut are filed as inactive
NRP1-CendR mod = NRP-1/CendR interaction modulation | O14786 | FAM-RPARPAR peptide binding to NRP-1, fluorescence polarization | inhibition, % at 25 µM | 360,000 compounds, 0.85% hits | AID 602438;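 active = inhibition or corrected inhibition above about 18%, plus a signal ratio from 0.5 to 1.5, limit read from the data, passing the limit was not always enough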; also: strong numbers were not always called active
DNMT1 block = blocks human DNA methyltransferase DNMT1. P26358. DNMT1 molecular beacon, Hinp1I cleavage, fluorescence. inhibition (reported as % activation of signal), % at 10 µM. 360,000 compounds, 0.83% hits. AID 588458; in the data active = inhibition above about 50%
* hit, by the source's call; i = inactive; · = no result given. Random draw from the library; overall some 3.9% were active at least once.

No.	SMILES	LMPTP inh	MT1-MMP act inh	Scp-1 inhibitor	Rpn11 inh	SKN-1 inh
1	O=C(O)C1CC(=O)N(c2ccc3c(c2)OCCO3)C1 (stereo not given)	1.8	2.0	74.8*	i	-13.4
2	COC(=O)c1ccccc1NC(=O)c1ccccc1N(C)S(C)(=O)=O	0.1	5.4	-11.2	i	26.0
3	Cc1cccc2sc(NC(=O)C3CCCO3)nc12 (stereo not given)	0.4	-0.9	12.6	i	7.1
4	CCOc1ccccc1CNC(=O)CCN1C(=O)COc2ccccc21	0.2	2.2	0.2	i	17.8
5	COCCn1c(SCC(=O)Nc2ccc(N3CCOCC3)cc2)nc2ccccc21	-1.9	-1.4	-5.1	i	-0.3
6	Cn1nc(C(F)(F)F)c2cc(C(=O)Nc3ccc(F)c(Cl)c3)sc21	3.7	0.7	-7.8	i	-5.1
7	Cc1ccccc1OCC(O)CN1CCN(CC(O)COc2ccccc2C)C(C)C1 (stereo not given)	-0.8	7.6	-9.1	i	14.4
8	COc1ccc2nc(C)cc(Nc3ccc(N4CCOCC4)cc3)c2c1	2.7	7.2	-1.1	i	4.6
9	Cn1ccc2c(-c3ccc(C(=O)O)cc3)cc3c(c21)C1CCC3C1 (stereo not given)	0.4	3.8	·	i	-0.8
10	CCS(=O)(=O)Nc1ccc(C(=O)NCCSc2ccccc2)cc1	-1.1	-1.1	-9.5	i	-4.7
11	COC(=O)C(c1ccccc1)C(CC(=O)c1ccccc1)c1ccccc1 (stereo not given)	1.6	-7.2	·	i	9.4
12	COc1ccc(-n2nnnc2CNC(=O)c2ccc3c(c2)OCO3)cc1	-1.1	4.4	-5.7	i	5.5
13	Cc1cccc(NC(=O)Nc2cc(C)on2)c1	1.0	5.4	-8.7	i	5.4
14	O=C(c1ccc2c(c1)OCO2)N1CCN(c2ccc(F)cc2)CC1	-1.1	2.5	-1.8	i	-6.4
15	Oc1ccc(Br)cc1Cn1nnc2ccccc21	0.2	0.9	-6.5	i	17.0

No.	STEP block	SUMO1 PPI mod	NadD block	NRP1-CendR mod	DNMT1 block
1	18.1	5.5	1.0	11.7	63.4*
2	-2.3	4.9	-1.6	-7.7	-1.6
3	-3.2	-4.1	-0.6	-3.4	2.5
4	1.2	-1.4	-2.1	-3.1	0.8
5	-1.9	-3.0	-2.9	10.8	0.0
6	3.3	1.7	-10.2	3.5	-4.2
7	0.4	-6.0	-4.6	-2.9	2.9
8	3.1	2.6	-9.4	-14.6	43.0
9	1.8	-13.8	-7.6	13.6	11.4
10	-0.8	5.2	5.0	5.3	-0.2
11	2.9	-0.8	3.3	-2.5	3.1
12	-2.4	4.7	-3.5	-9.6	1.0
13	-0.8	3.1	2.3	-0.2	1.9
14	-1.3	-1.5	-4.2	7.7	3.6
15	-0.9	7.8	-3.2	11.5	10.1

(list continues)
No.	SMILES	LMPTP inh	MT1-MMP act inh	Scp-1 inhibitor	Rpn11 inh	SKN-1 inh
16	O=[N+]([O-])c1nn(-c2ccc(Cl)cc2)n(O)c1=NCc1cccnc1	1.5	0.1	-7.6	i	34.3
17	Cc1ccc(OCCN2CCN(C(=O)CCC(=O)Nc3nnc(C)s3)CC2)cc1	0.0	-9.4	-6.7	i	-6.9
18	Cc1ccc(OCC(=O)Nc2ccc(S(=O)(=O)NC3=NCCCCC3)cc2)cc1	-0.2	-0.4	·	i	5.5
19	COc1ccc(NS(=O)(=O)c2cccc(C(=O)N3CCN(S(=O)(=O)c4ccccc4)CC3)c2)cc1	-9.3	-8.9	-12.7	i	-3.1
20	Clc1ccc(-c2cnc3cccnn23)cc1	-1.5	-5.3	·	i	23.3
21	Cc1ccc(-c2nc3c4ccccc4ccn3c2Cc2cccc(Cl)c2)cc1	4.8	-2.9	·	·	12.9
22	CC(=O)Nc1cccc(-c2ccnc3c2CC(C)(C(=O)Nc2cccc(Oc4ccccc4)c2)O3)c1 (stereo not given)	4.7	-16.5	·	i	13.2
23	CC(=O)N1c2ccc(S(=O)(=O)NCCC(=O)Nc3ccc(C)c(Cl)c3)cc2CC1C (stereo not given)	-0.1	2.2	-14.1	i	20.3
24	O=C1CC(/C=C/c2ccc(Cl)cc2)=Nc2ccccc2N1	0.8	-1.9	-5.4	i	14.2
25	CSCCC(NS(=O)(=O)c1ccccc1F)C(=O)NCc1ccncc1 (stereo not given)	-1.0	-0.2	-0.8	i	-24.1
26	O=C(Nc1cccnc1)C1CCCN(S(=O)(=O)c2cccc3nsnc23)C1 (stereo not given)	-1.7	-3.5	-3.3	i	-9.2
27	COc1cccc(OCc2cc(/C=N/NC(=O)c3ccn[nH]3)ccc2OC)c1	2.1	-5.3	-14.6	i	-11.9
28	COC(=O)c1ccc(C(NC(=O)OCc2ccccc2)/C(C)=C/[C@@H](C)C(=O)NCc2ccc(-c3ccccc3)cc2)cc1 (stereo not given in full)	4.9	4.4	-4.9	i	12.0
29	COc1cccc(/C=C/C(=O)c2cccc([N+](=O)[O-])c2)c1	-0.3	0.9	-10.6	i	1.9
30	O=C(O)c1ccc(CNC(=O)C2CCN(S(=O)(=O)c3cccs3)CC2)cc1	0.5	0.4	·	i	10.7

No.	STEP block	SUMO1 PPI mod	NadD block	NRP1-CendR mod	DNMT1 block
16	1.1	-27.7	3.1	4.5	-1.9
17	-0.7	-2.1	2.3	0.6	-0.1
18	1.7	4.8	0.5	1.7	-0.1
19	-3.9	-18.4	-3.7	-1.5	-2.7
20	-2.5	-15.4	-3.1	-8.7	1.2
21	·	-6.5	23.0	-3.7	·
22	-0.2	4.1	7.1	-2.5	-25.9
23	-3.4	0.1	-0.3	-4.3	-2.7
24	0.6	-12.8	32.6*	1.1	-9.7
25	-0.1	1.9	-5.9	-10.1	-0.9
26	1.1	-21.9	-1.2	11.7	-3.6
27	2.7	-8.3	8.5	-2.2	-19.5
28	-0.1	3.3	-3.8	14.3	5.9
29	2.0	-25.6	-4.3	8.0	-1.8
30	0.7	0.3	1.2	-9.3	6.1

From compound 16 up to 18, as listed above:
No.	SMILES	LMPTP inh	MT1-MMP act inh	Scp-1 inhibitor	Rpn11 inh	SKN-1 inh
16	O=[N+]([O-])c1nn(-c2ccc(Cl)cc2)n(O)c1=NCc1cccnc1	1.5	0.1	-7.6	i	34.3
17	Cc1ccc(OCCN2CCN(C(=O)CCC(=O)Nc3nnc(C)s3)CC2)cc1	0.0	-9.4	-6.7	i	-6.9
18	Cc1ccc(OCC(=O)Nc2ccc(S(=O)(=O)NC3=NCCCCC3)cc2)cc1	-0.2	-0.4	·	i	5.5

No.	STEP block	SUMO1 PPI mod	NadD block	NRP1-CendR mod	DNMT1 block
16	1.1	-27.7	3.1	4.5	-1.9
17	-0.7	-2.1	2.3	0.6	-0.1
18	1.7	4.8	0.5	1.7	-0.1

Additional results
No.	SMILES	LMPTP inh	MT1-MMP act inh	Scp-1 inhibitor	Rpn11 inh	SKN-1 inh
31	CN(C)/C=N/c1c(C#N)cnn1-c1nc2ccccc2s1	0.9	6.0	-3.0	i	14.5
32	Cc1ccc2c(c1)C=CC(C)N2C(=O)c1ccccc1 (stereo not given)	0.3	-4.4	-12.3	i	-3.8
33	CC(=O)O[C@H]1CC[C@@]2(C)C(=CC[C@H]3[C@@H]4CC[C@H](C5(C)OCCO5)[C@@]4(C)CC[C@@H]32)C1	-2.6	5.3	-5.2	i	4.8
34	CSc1ccc(Cl)c(C(=O)NCCOc2cc(C(C)C)ccc2C)c1	5.4	1.7	-4.1	i	2.9
35	O=C(Nc1ccc(Oc2cccnc2)cc1)C1CCN(Cc2ccccc2F)CC1	-0.5	4.9	-6.7	i	3.5
36	Cc1cc(=O)[nH]c(SCCOc2cccc(C(F)(F)F)c2)n1	-2.1	5.3	-3.0	i	-3.4
37	CC(C)(C)CC(C)(C)NC(=S)Nc1ccc(S(=O)(=O)N2CCOCC2)cc1	1.0	2.5	-9.0	i	6.6
38	Cc1ccc(S(=O)(=O)N2CCOCC2)cc1NC(=O)COC(=O)C1COc2ccccc2O1 (stereo not given)	-0.4	-1.9	-2.4	i	2.3
39	O=S1(=O)CC(N2CCN(CC3CC3)CC2)CN1Cc1ccccc1 (stereo not given)	-0.7	5.0	·	i	-0.7
40	CCN(CC)CCCn1c(=S)[nH]c2ncccc2c1=O	-1.3	8.2	-6.0	i	-10.9
41	COC(=O)c1ccccc1NS(C)(=O)=O	-0.7	-0.8	-3.0	i	14.7
42	Cc1nc([N+](=O)[O-])c(Br)n1CC(=O)c1ccc2ccccc2c1	1.7	5.7	-6.7	i	13.9
43	COc1nsnc1NS(=O)(=O)c1ccc(NC(=S)NC(=O)c2cccnc2)cc1	2.9	2.7	4.5	i	1.3
44	COc1ccc(C(N)CCc2ccco2)cc1 (stereo not given)	1.6	-15.1	-1.8	i	22.5
45	O=C(CCn1c(=O)oc2ccccc21)n1c(=O)oc2ccccc21	-1.0	2.3	-6.9	i	-15.4
46	COc1ccccc1CCC(=O)OCC(=O)NC1CC1	-1.5	3.3	-2.8	i	-13.4
47	Cc1ccc(NC(=O)N2C3CCCC2CC(NC(=O)C(C)(C)C)C3)cc1 (stereo not given)	-0.6	-0.4	0.8	i	5.3
48	Cc1c(C(=O)OCC(C)(C)CN(C)C)oc2ccccc12	-3.7	2.1	-6.0	i	-17.9

No.	STEP block	SUMO1 PPI mod	NadD block	NRP1-CendR mod	DNMT1 block
31	0.1	1.7	-1.0	-16.4	1.9
32	-1.5	0.2	-4.4	-11.7	-3.0
33	0.9	2.0	-6.8	-5.3	5.6
34	-0.3	2.4	5.5	-4.4	8.4
35	-1.9	-1.1	-8.0	17.3	1.6
36	-2.6	2.5	-0.6	17.6	5.7
37	-2.9	-1.1	-0.6	-2.2	-8.3
38	-2.4	1.5	-2.7	-11.8	2.0
39	-0.2	1.4	-6.5	6.6	-0.1
40	4.4	1.8	-2.1	-1.8	9.6
41	-2.2	-2.0	-3.4	11.1	2.2
42	1.1	-15.5	4.8	4.3	8.6
43	0.7	9.4	4.5	-6.9	1.8
44	3.3	-0.3	5.5	-53.6	38.1
45	-1.5	-2.4	-10.6	0.9	3.1
46	-0.6	6.1	-1.1	-2.4	1.7
47	0.2	1.0	-4.7	5.5	4.1
48	-1.1	-0.2	-4.0	3.7	-1.1
